PTAP-TSG101 blk = blocks PTAP binding to human TSG101, validation | Q99816 | Fluorescence polarization, FITC-PTAP peptide/Tsg101, 20 min | Potency, µM (top dose mostly 115 µM), for inactives: at the highest dose activity change, negative = inhibition, most hits filed as inhibitors | 44,000 tested, under 10 active | AID 1347069; further: potency means the concentration at half of the fitted maximal effect; 0% is about no effect
Target sequence (Q99816 whole entry, looked up): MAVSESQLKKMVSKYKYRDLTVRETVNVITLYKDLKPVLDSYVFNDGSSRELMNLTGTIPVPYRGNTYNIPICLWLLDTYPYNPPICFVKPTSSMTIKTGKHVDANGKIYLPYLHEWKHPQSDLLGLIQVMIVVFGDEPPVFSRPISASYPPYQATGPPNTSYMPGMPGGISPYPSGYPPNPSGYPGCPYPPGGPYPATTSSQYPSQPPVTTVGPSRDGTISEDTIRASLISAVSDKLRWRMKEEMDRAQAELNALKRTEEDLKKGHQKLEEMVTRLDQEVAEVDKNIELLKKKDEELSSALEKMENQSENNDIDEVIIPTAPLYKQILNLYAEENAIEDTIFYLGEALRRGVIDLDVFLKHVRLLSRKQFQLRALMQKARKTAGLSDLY
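Compounds pinned into 10 uM Tsg101 binding domain, then 50 nM FITC-PTAP peptide added in pH 7.5 HEPES buffer; FP read after 20 min, room temperature. Total S+P intensity flags fluorescent compounds; active cut-off <25 µM, efficacy <60%.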
GALK inh = inhibitors of human galactokinase (GALK); P51570; recombinant GALK, Kinase-Glo ATP luminescence, 1 h; Potency, µM (top dose mostly 57.5 µM), inactives show at the top dose activity, negative = inhibition, usual class: inhibitors; 44,000 tested, under 10 active; AID 1347072;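 further: plate controls were full GALK reaction for no effect and reaction lacking GALK for full effect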
Target sequence (P51570 whole entry, looked up): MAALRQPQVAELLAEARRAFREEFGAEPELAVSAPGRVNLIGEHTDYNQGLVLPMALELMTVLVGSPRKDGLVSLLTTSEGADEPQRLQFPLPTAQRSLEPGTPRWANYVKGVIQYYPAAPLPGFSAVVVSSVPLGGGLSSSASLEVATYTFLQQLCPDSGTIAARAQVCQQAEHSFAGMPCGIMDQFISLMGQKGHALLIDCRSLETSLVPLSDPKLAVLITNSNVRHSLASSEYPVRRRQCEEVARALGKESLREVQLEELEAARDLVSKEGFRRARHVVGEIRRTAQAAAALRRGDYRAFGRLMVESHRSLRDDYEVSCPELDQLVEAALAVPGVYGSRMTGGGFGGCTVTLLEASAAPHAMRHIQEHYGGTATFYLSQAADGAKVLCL
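Compounds were pinned into ATP buffer, then GALK-galactose mix was added (final 5 nM enzyme, 35 uM ATP, 100 uM galactose, pH 8.0). After 1 h at room temperature, Kinase-Glo Plus was added and luminescence read.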
p53null 39C tox = kills p53 null cells at the nonpermissive temperature | AID 904 | H1299 p53-null (neo) cells, 39C, ATPlite viability, 24 h | 55,000 tested, 0.97% active | Potency, µM (series often up to 46.1 µM), for the others: at the highest dose activity, negative = cell killing, usual class: cytotoxic;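 further: potency means the concentration at half of the fitted maximal effect; 0% = DMSO only and -100% = full killing by 100 µM tamoxifen; nearly all actives have a fitted effect of over 50% in size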
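Temperature-shift cytotoxicity format: compound titrations on p53-null or A138V-expressing H1299 cells held 24 hr at 39C, cell ATP then measured, AC50 from Hill model.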
FH mod = Identification of activators of human fumarate hydratase by quantitative high-throughput screening; Potency, µM (highest dose often 79.9 µM), without a hit: at the highest dose activity change, negative = inhibition, actives largely listed as inhibitors; FH coupled MDH/diaphorase resazurin fluorescence, 15 min; 54,000 tested, 0.22% active; further: potency means the concentration at half of the fitted maximal effect; on the % scale 0 is the no-effect control and ±100 the full control effect; the screen sought activators but most active calls are inhibition curves; nearly all actives have a fitted effect of over 45% in size
p53null 32C kill = p53 null cell cytotoxicity, permissive temperature; H1299-neo p53 null cells, ATP luminescence, 24 h, 32C; Potency, µM (highest dose often 46.1 µM), inactives show at the top dose activity change, negative = cytotoxicity, actives largely listed as cytotoxic; 55,000 tested, 0.62% active; AID 903;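 further: potency means the concentration at half of the fitted maximal effect; 0% = DMSO only and -100% = full killing by 100 µM tamoxifen; nearly all actives have a fitted effect of over 55% in size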
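Luminescent ATP readout gave cell viability of p53-null H1299-neo cells after a 24 h compound exposure at the permissive 32C. Titrations ran up to 46 uM, and AC50s were fitted with the standard Hill equation.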
NTMT1 inh = NTMT1 methyltransferase inhibition; Potency, µM (titrated, usually from 114 µM), for inactives: top-dose activity change, negative = inhibition, usual class: inhibitors; AID 1645870; Q9BV86; NTMT1 MTase-Glo SAH luminescence, purified enzyme; 59,000 tested, 2.5% active;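 further: potency means the concentration at half of the fitted maximal effect; plate controls were DMSO vehicle for no effect and no enzyme for full effect; nearly all actives have a fitted effect of over 65% in size; many of its hits are not listed in these tables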
B2AR arrestin ag = ADRB2 beta-arrestin recruitment; P07550; HTLA Tango cells, beta-arrestin recruitment, luciferase luminescence, 18 h; Potency, µM (doses to about 46.1 µM), without a hit: at the top dose activation, hits mostly activators; 44,000 tested, under 10 active; AID 1347077;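 further: potency means the concentration at half of the fitted maximal effect; 0% = DMSO and full agonism = EC100 isoproterenol or metaproterenol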
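Luminescence read-out: arrestin recruitment to recombinant beta2-AR releases tTA, inducing luciferase. Cells exposed 18 hr at 37 degrees C to up to 46 microM compound; %Activity from corrected signal, concentration-response curves classified by r2, magnitude and efficacy.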
* marks the source's active call; other numbers are inactive results; ? = inconclusive; [ ] = another dose, or the depositor's remark. The call rests on the fitted dose curve; in most records, active means well fitted curve in the direction sought with a large enough effect; inconclusive means small, poorly fitted or top-dose-only effect, or another doubt; inactive means no such curve, though single readings can be large; an effect the other way counts as inactive or inconclusive. Not all compounds are listed, so the mix of outcomes need not match the whole.

Keys: A = PTAP-TSG101 blk; B = GALK inh; C = p53null 39C tox; D = FH mod; E = p53null 32C kill; F = NTMT1 inh; G = B2AR arrestin ag
(1) CC(NC(=O)c1ccc2c(c1)N(Cc1ccc(Cl)cc1)C(=O)c1ccccc1S2(=O)=O)c1ccccc1 (stereo unspecified)
  A: 0% | B: 0% | C: -4% | D: -12% | E: -4% | F: 3% | G: -2%

(2) Fc1ccc(-n2ncc3c(N4CCCCCC4)ncnc32)cc1
  A: -3% | B: 0% | C: 14µM* | D: -6% | E: ? | F: 1% | G: -2%

(3) Cc1ccccc1OCc1nnc(SCc2cc(=O)c3ccccc3[nH]2)n1C
  A: -13% | B: 3% | C: -14% | D: 3% | E: -10% | F: 6% | G: -1%

(4) COc1ccc(Cn2c(C(=O)O)c(CNCc3ccc(C)o3)c3ccc(C)cc32)cc1
  A: 1% | B: 2% | C: -10% | D: -13% | E: -9% | F: -4% | G: 0%

(5) CCC(C(=O)N1CCN(c2ccc(OC)cc2)CC1)n1nc(C)n2c(cc3occc32)c1=O (stereo unspecified)
  A: 1% | B: 1% | C: -15% | D: -7% | E: 22% | F: -4% | G: -3%

(6) O=C(NCc1cccc(Br)c1)c1cnn(-c2ccc(F)cc2)c1-n1cccc1
  A: -6% | B: 1% | C: 17% | D: -19% | E: 10% | F: ? | G: -1%

(7) Cc1ccc(CCNC(=O)c2cc3c(s2)-c2c(C)cccc2OC3)cc1
  A: 3% | B: 3% | C: -2% | D: -32% | E: 2% | F: 89µM* | G: 0%

(8) Cc1c(Cl)cccc1Nc1nn2c(=O)c3ccc(C(=O)NCCC4=CCCCC4)cc3nc2s1
  A: -8% | B: 2% | C: -13% | D: -7% | E: 9% | F: -24% | G: 0%

(9) O=C(NCCCN1CCN(c2ccccc2)CC1)c1cc2c(s1)-c1ccccc1OC2
  A: -1% | B: -9% | C: ? | D: -20% | E: ? | F: -2% | G: 0%

(10) O=C(Nc1ccccc1C(=O)OCc1cc(=O)n2c3c(sc2n1)CCCC3)c1ccc(Cl)cc1
  A: 0% | B: 0% | C: -5% | D: -11% | E: -2% | F: -1% | G: 0%

Some of these compounds in order of heavy-atom count, highest first.
Keys: A = PTAP-TSG101 blk; B = GALK inh; C = p53null 39C tox; D = FH mod; E = p53null 32C kill; F = NTMT1 inh; G = B2AR arrestin ag
(1) CC(NC(=O)c1ccc2c(c1)N(Cc1ccc(Cl)cc1)C(=O)c1ccccc1S2(=O)=O)c1ccccc1 (stereo unspecified)
  A: 0% | B: 0% | C: -4% | D: -12% | E: -4% | F: 3% | G: -2%

(10) O=C(Nc1ccccc1C(=O)OCc1cc(=O)n2c3c(sc2n1)CCCC3)c1ccc(Cl)cc1
  A: 0% | B: 0% | C: -5% | D: -11% | E: -2% | F: -1% | G: 0%

(4) COc1ccc(Cn2c(C(=O)O)c(CNCc3ccc(C)o3)c3ccc(C)cc32)cc1
  A: 1% | B: 2% | C: -10% | D: -13% | E: -9% | F: -4% | G: 0%

(7) Cc1ccc(CCNC(=O)c2cc3c(s2)-c2c(C)cccc2OC3)cc1
  A: 3% | B: 3% | C: -2% | D: -32% | E: 2% | F: 89µM* | G: 0%

(2) Fc1ccc(-n2ncc3c(N4CCCCCC4)ncnc32)cc1
  A: -3% | B: 0% | C: 14µM* | D: -6% | E: ? | F: 1% | G: -2%

Other results
Keys: A = PTAP-TSG101 blk; B = GALK inh; C = p53null 39C tox; D = FH mod; E = p53null 32C kill; F = NTMT1 inh; G = B2AR arrestin ag
(11) COc1ccc(CNC(=O)c2cnc(N3CCOCC3)c3ccccc23)cc1
  A: 0% | B: 4% | C: 7% | D: -20% | E: -8% | F: 10% | G: 0%

(12) COc1ccc(-c2[nH]ncc2C(=O)NCc2cccc(OC)c2)cc1
  A: -9% | B: 7% | C: -15% | D: 3% | E: -6% | F: -4% | G: 0%

(13) CCOC(=O)c1c(C)[nH]c(CCC(=O)Nc2ccc(OC)c(OC)c2)c1C
  A: -2% | B: -9% | C: -15% | D: -5% | E: -4% | F: 0% | G: 1%

(14) CCN(CC)C(=O)Cn1c(=O)n(CCc2ccccc2)c(=O)c2ccccc21
  A: 4% | B: 2% | C: 0% | D: -1% | E: -2% | F: -27% | G: 1%

(15) COc1ccc(NC(=O)c2ccc(-c3nc(CSc4ccc(C)cc4)c(C)o3)cc2)cc1Cl
  A: 1% | B: 1% | C: -5% | D: -8% | E: ? | F: -3% | G: 2%

(16) Cc1cc2oc(C(=O)N(Cc3ccc(N(C)C)cc3)CC3CCCO3)c(C)c2cc1C (stereo unspecified)
  A: 0% | B: 3% | C: 7% | D: -21% | E: 20% | F: 14% | G: -1%

(17) Cc1cccc(-c2noc(-c3ccc(NC4CCCC4)c([N+](=O)[O-])c3)n2)c1
  A: 0% | B: -1% | C: -1% | D: -5% | E: -11% | F: 8% | G: -1%

(18) CCSc1nn(CC(=O)Nc2ccc(C(=O)OC)cc2)c(N)c1S(=O)(=O)c1ccc(C)cc1
  A: -1% | B: -2% | C: 26% | D: ? | E: 43%[activator] | F: -3% | G: 1%

(19) Cc1ccc2nc(-c3ccc(NC(=O)COc4c(C)ccc(C)c4C)cc3)sc2c1
  A: 2% | B: 0% | C: -6% | D: -4% | E: -19% | F: ? | G: -2%

(20) O=C(Cc1ccc(NC(=O)N2CCCCc3ccccc32)cc1)NCc1ccccc1Br
  A: 4% | B: 1% | C: 2% | D: ? | E: 12% | F: 17% | G: 5%

Next compounds.
Keys: A = PTAP-TSG101 blk; B = GALK inh; C = p53null 39C tox; D = FH mod; E = p53null 32C kill; F = NTMT1 inh; G = B2AR arrestin ag
(21) Cc1ccc(-c2onc(C)c2C)cc1S(=O)(=O)NCc1cccs1
  A: -5% | B: -5% | C: ? | D: -14% | E: 9% | F: ? | G: 2%

(22) CN(Cc1ccccc1)C(=O)C1CCN(S(=O)(=O)c2ccc3nc4c(c(C(=O)O)c3c2)CCCC4)CC1
  A: -5% | B: -3% | C: -4% | D: -18% | E: 4% | F: ? | G: 0%

(23) Cc1nn(C)c2c1c(C(F)(F)F)cc(=O)n2CC(=O)Nc1ccc(F)cc1F
  A: -1% | B: 1% | C: -3% | D: -18% | E: -9% | F: -4% | G: 3%

(24) CCOC(=O)C1=C(c2ccccc2)Nc2ncnn2C1c1ccc(Cl)cc1 (stereo unspecified)
  A: -7% | B: 4% | C: 20% | D: -5% | E: 25% | F: 13% | G: 6%

(25) COc1ccccc1CNc1nc(-c2ccco2)nn1S(=O)(=O)c1ccc(C)cc1
  A: 1% | B: -9% | C: 8% | D: -20% | E: -1% | F: -7% | G: -3%

(26) COCCCNC(=O)c1c(NC(=O)c2nc(S(C)(=O)=O)ncc2Cl)sc2c1CCCC2
  A: -3% | B: 10% | C: 2% | D: 3% | E: -8% | F: -9% | G: -1%

(27) Cc1ccc(C2=Nc3ccccc3N(CC(=O)Nc3cccc(F)c3)C(=O)C2)cc1C
  A: 12% | B: 7% | C: -33% | D: -36% | E: -1% | F: -13% | G: 1%

(28) COc1ccc(C2C(C(=O)Nc3ccccc3)=C(C)Nc3nc(-c4ccccc4)nn32)cc1OC (stereo unspecified)
  A: -1% | B: 0% | C: ? | D: 3% | E: -5% | F: 4% | G: 0%

Values by screen from above.
Compounds 22 to 28 in FH mod, in turn: -18%, -18%, -5%, -20%, 3%, -36%, 3%
Compounds 22 to 28 in NTMT1 inh, in turn: ?, -4%, 13%, -7%, -9%, -13%, 4%

Screening data: PubChem, National Center for Advancing Translational Sciences (NCATS)
